From PubChem BioAssay
AMA1-RON2 inh: disrupts binding of P. falciparum AMA1 to RON2; 0.2% of 360,000 active; AlphaScreen AMA1-biotinylated RON2 peptide binding; AID 720542; Potency, µM (highest dose often 58.2 µM), inactives show top-dose activity change, negative = inhibition, most hits filed as inhibitors;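 further: potency means the concentration at half of the fitted maximal effect; 0% = vehicle wells and -100% = peptide control; nearly all actives have a fitted effect of over 45% in size; some results filed as inactive show a strong effect at the top dose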
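AMA1 (3D7) with his tag at 25 nM final met compounds first, then biotinylated RON2 peptide at 25 nM; detection used donor plus acceptor beads, 10 µg/mL apiece, read by AlphaScreen after 30 min at room temperature.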
AmpC inh detg: AmpC beta-lactamase inhibition with detergent present | P00811 | AmpC hydrolysis of nitrocefin, absorbance 480 nm, 0.01% Triton | Potency, µM (highest dose often 114 µM), inactives show at the top dose activity change, negative = inhibition, hits mostly inhibitors | 0.041% of 370,000 active;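 further: potency means the concentration at half of the fitted maximal effect; 0% = no-compound wells and -100% = no-enzyme wells; nearly all actives have a fitted effect of over 25% in size; some results filed as inactive show a strong effect at the top dose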
Target sequence (P00811 whole entry, looked up): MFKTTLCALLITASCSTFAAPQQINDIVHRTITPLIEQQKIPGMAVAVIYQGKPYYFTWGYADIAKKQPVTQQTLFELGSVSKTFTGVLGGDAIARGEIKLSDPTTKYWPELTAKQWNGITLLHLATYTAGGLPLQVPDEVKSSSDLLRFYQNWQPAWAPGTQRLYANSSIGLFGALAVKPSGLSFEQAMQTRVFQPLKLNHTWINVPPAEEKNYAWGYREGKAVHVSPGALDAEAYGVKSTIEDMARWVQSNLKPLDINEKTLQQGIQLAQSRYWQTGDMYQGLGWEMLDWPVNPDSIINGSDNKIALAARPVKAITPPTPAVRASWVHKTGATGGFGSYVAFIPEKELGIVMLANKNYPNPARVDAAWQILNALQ
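AmpC (5.3 nM in the dispensed reagent) in 20 mM phosphate pH 7.0 with 0.01% (detergent screen) or 0.0001% Triton X-100 was preincubated with compounds for 15 min at room temperature. Nitrocefin was then added from an 800 uM solution, and hydrolysis was followed at 480 nm.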
Shiga inhibitor: blocks Shiga toxin action in Vero cells; Vero cells, Shiga toxin protein synthesis inhibition reporter; inhibition, % at 38.7 µM; 9.2% of 290,000 active; in the data active means inhibition mostly above about 28%, no sharp cut-off; inactive means mostly below about 43%; further: 0% is about no effect
Giardia FBPA inh: inhibitors of Giardia lamblia fructose-1,6-bisphosphate aldolase; A8B2U2; purified Giardia FBPA; Potency, µM (highest dose often 59.6 µM), inactives show top-dose activity, negative = inhibition, actives largely listed as inhibitors; 0.71% of 290,000 active; AID 2451; further: potency means the concentration at half of the fitted maximal effect; on the % scale 0 is the no-effect control and ±100 the full control effect; nearly all actives have a fitted effect of over 55% in size
Target sequence (A8B2U2 whole entry, looked up): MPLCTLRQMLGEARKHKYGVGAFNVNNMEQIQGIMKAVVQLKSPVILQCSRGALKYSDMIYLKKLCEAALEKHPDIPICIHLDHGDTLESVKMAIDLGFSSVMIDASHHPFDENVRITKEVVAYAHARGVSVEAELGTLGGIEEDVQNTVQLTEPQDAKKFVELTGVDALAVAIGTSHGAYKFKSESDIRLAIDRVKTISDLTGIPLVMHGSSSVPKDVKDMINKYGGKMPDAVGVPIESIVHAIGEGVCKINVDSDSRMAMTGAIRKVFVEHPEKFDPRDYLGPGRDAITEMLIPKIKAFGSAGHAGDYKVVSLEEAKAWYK
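40 nM FBPA preincubated 10 min at RT with compound (up to 57.5 uM final), then substrate plus GAPDH/TPI/NAD/arsenate coupling and diaphorase/resazurin added. Fluorescence read after 20 min at RT, 525/598 nm.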
AmpC inh no detg: inhibitors of E. coli AmpC beta-lactamase without detergent | P00811 | AmpC nitrocefin hydrolysis, absorbance 480 nm, 0.0001% Triton | Potency, µM (doses to about 57.1 µM), for inactives: at the highest dose activity change, negative = inhibition, hits mostly inhibitors | 0.52% of 330,000 active;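 further: potency means the concentration at half of the fitted maximal effect; plate controls were no compound for no effect and no enzyme for full effect; nearly all actives have a fitted effect of over 20% in size; some results filed as inactive show a strong effect at the top dose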
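AmpC (5.3 nM in the dispensed reagent) in 20 mM phosphate pH 7.0 with 0.01% (detergent screen) or 0.0001% Triton X-100 was preincubated with compounds for 15 min at room temperature. Nitrocefin was then added from an 800 uM solution, and hydrolysis was followed at 480 nm.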
Cycloheximide cs: counter-screen for Shiga toxin inhibitors: cycloheximide protein synthesis inhibition; AID 2314; max response, %; cell reporter, cycloheximide protein synthesis inhibition counterscreen; 12% of 300,000 active; in the data active means max response mostly above about 13%, no sharp cut-off; inactive means mostly below about 14%; further: read at 38.3 µM for the half of the compounds with a filed dose; 0% is about no effect
HCMV inh: inhibitors of human cytomegalovirus; HFF cells, HCMV-luciferase reporter, 72 h; hits give low values; AID 1259415; activity change, negative = inhibition, % at 57.5 µM; 4.5% of 410,000 active; in the data active means activity change below about -60%; inconclusive means no clear call, values can overlap the other calls; inactive means above about -39%; further: on the % scale 0 is the no-effect control and ±100 the full control effect
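Steps: HFFs plated, 16 h 37C; compounds added; HCMV-luciferase added to MOI 1 PFU/cell; 72 h 37C; OneGlo reagent, 5 min room temperature; luminescence read, normalized to controls.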
* marks the source's active call; other numbers are inactive results; i = inactive; ? = inconclusive; nt = not tested or not shown; [ ] = remark or other dose. Unless noted, the call rests on the fitted dose curve; in most records, active means well fitted curve in the direction sought with a large enough effect; inconclusive means small, poorly fitted or top-dose-only effect, or another doubt; inactive means no such curve, though single readings can be large; an effect the other way counts as inactive or inconclusive.

Values run as follows: AMA1-RON2 inh	AmpC inh no detg	Shiga inhibitor	Giardia FBPA inh	HCMV inh	Cycloheximide cs	AmpC inh detg
> CC(=O)N1c2ccc(S(=O)(=O)N3CCCC(C(=O)Nc4cccc(F)c4)C3)cc2CC1C (stereo not drawn)
  -2%	-24%	-3	0%	-31	-4	-8%
> Cc1nc2ccccn2c1/C(O)=C1\C(=O)C(=O)N(CCN(C)C)C1c1ccco1 (stereo not drawn)
  8%	-11%	34	-14%	27	-2	3%
> Cc1nc2ccc(F)cc2cc1C(=O)Nc1ccc(Cl)c(Cl)c1
  7%[2.32 µM]	-32%	-9	-1%	-61*	6	?
> O=C(NCCc1c[nH]c2ccccc12)C(F)(F)C(F)F
  -2%	-12%	-7	-1%	55	-3	-1%
> O=C(CNC(=O)c1ccc2c(c1)OCO2)Nc1ncccc1O
  25%	-11%	nt	nt	22	nt	-16%
> COCCn1cnc2c1c(=O)n(Cc1c(F)cccc1Cl)c(=O)n2Cc1ccccc1
  -6%	120%[activator]	-3	12%	-27	-3	8%
> Cc1ccccc1NC1(C#N)CCCCC1
  -1%	5%	-8	4%	-17	-2	?
> COc1ccc(OCC(=O)NCCCN2CCOCC2)cc1
  -1%	-10%	12	1%	9	-5	-4%
> CCOC(=O)C1C(=O)NC(c2ccccc2)=NC1c1ccc(Br)cc1 (stereo not drawn)
  3%	-13%	-15	7%	-9	-2	-7%
> Cc1ccc(CNC(=O)c2cc(-c3cc(C)cc(C)c3O)n[nH]2)cc1
  117%[activator]	-55%	-1	7%	4	1	-8%
> CC(C)(C)S(=O)(=O)c1ccsc1C(=O)O
  13%	-11%	10	3%	-2	7	-3%
> CCCN(CC(=O)Nc1cccc(Br)c1)CC(=O)Nc1ccc(F)c(F)c1F
  44%[activator]	-5%	-11	-12%	11	-2	-1%
> Cc1ccc(C(=O)CSc2nc3cccnc3n2C)cc1
  -13%	-1%	13	-11%	?	16	?
> CC(C)(C)N(CC#CCC(O)(c1ccccc1)c1ccccc1)CCO
  ?	0%	6	20µM*	4	5	6%
> O=C(CC1CCCC1)Nc1nc2ccccc2[nH]1
  22%	-18%	56	2%	85	28*	?

Brought forward from above: two entries, then new ones.
Values run as follows: AMA1-RON2 inh	AmpC inh no detg	Shiga inhibitor	Giardia FBPA inh	HCMV inh	Cycloheximide cs	AmpC inh detg
> CC(C)(C)N(CC#CCC(O)(c1ccccc1)c1ccccc1)CCO
  ?	0%	6	20µM*	4	5	6%
> O=C(CC1CCCC1)Nc1nc2ccccc2[nH]1
  22%	-18%	56	2%	85	28*	?
> CC(C)Cn1cnc2c(N)nc3ccccc3c21
  8%	-20%	13	5%	?	1	-8%
> CCOC(=O)c1c(C)sc2c1N(C(C)=O)c1cc(Cl)ccc1S2
  -1%	65%[activator]	-28	1%	-24	-6	0%
> COC(=O)[C@]1(C)N[C@H](CN(C)S(=O)(=O)c2ccc(OC)cc2)[C@@H]2C(=O)N(C)C(=O)[C@@H]21
  1%	2%	nt	nt	-4	nt	nt
> COC(=O)N/N=C/c1cn(Cc2ccccc2F)c2ccccc12
  -4%	7%	3	1%	-32	11	1%
> C=C(C)C(=O)NC1=NN(c2ccccc2)C(=O)C1
  16%	-16%	-5	-4%	-38	-8	6%
> COc1ccc(CCNC(=O)CCC(=O)c2cccs2)cc1OC
  7%	-21%	nt	nt	-26	nt	-14%
> O=C(O)Cc1ccc(NC(=S)Nc2ccc(Br)cc2Cl)cc1
  5%	-15%	-6	-8%	10	-1	1%
> O=C1N/C(=N/O)S/C1=C/c1cccnc1
  23%	-1%	29	-1%	-4	7	?
> O=c1cc(N2CCOCC2)[nH]c(=O)n1C1CCCCC1
  15%	-9%	-17	-3%	5	-1	3%
> CC1=NN(C(=O)c2cccc(Cn3nc(C)c([N+](=O)[O-])c3C)c2)C(O)(C(F)(F)F)C1 (stereo not drawn)
  19%	-1%	-9	2%	25	8	1%
> CC(NC(=O)COC(=O)c1ccc[nH]c1=O)c1ccccc1 (stereo not drawn)
  1%	-2%	nt	nt	-10	nt	nt
> Cc1oc(-c2cc(F)cc(F)c2)nc1CN1CCSCC1
  -4%	12%	5	1%	-3	11	-9%
> Cc1ccccc1-c1cc(C(=O)NCc2cccc(Br)c2)nn1CC1CC(c2cccc([N+](=O)[O-])c2)=NO1 (stereo not drawn)
  -1%	-36%	nt	nt	-8	nt	nt
> Cc1ccc(C)c(S(=O)(=O)N2CCCCC2CCNC(=O)C(=O)NCc2ccco2)c1 (stereo not drawn)
  -7%	19%	nt	nt	-33	nt	?
> OCc1cn(-c2ccccc2)nc1-c1ccc(-c2nn(-c3ccccc3)cc2CO)cc1
  0%	-19%	-7	1%	8	9	-4%
> O=C(CSC1=NS(=O)(=O)c2ccccc2N1)N1CCCCC1
  -5%	-22%	nt	nt	-25	nt	-11%
> COc1ccc(C2CC(c3c(-c4ccccc4)c4cc(Cl)ccc4[nH]c3=O)=NN2S(C)(=O)=O)cc1 (stereo not drawn)
  2%	-19%	-20	3%	-39	-4	-4%
> CC#CCCCC(=O)Nc1ccc(C(=O)O)cc1
  28%	-3%	-4	8%	-6	-4	-10%
> Cc1ccc(NC(=O)C2CCCN2C(=O)OCc2ccccc2)c(C)c1 (stereo not drawn)
  -7%	18%	28	1%	32	-2	-3%
> CCc1nnc(NC(=O)CSc2nnc(CNC(=O)c3ccccc3F)n2C)s1
  14%	-8%	-4	-14%	-2	-4	2%
> O=C(Oc1cccc(/C=N/Nc2nc(Nc3ccccc3)nc(N3CCOCC3)n2)c1)c1ccco1
  -5%	?	23*	-1%	47	13*	-1%
> O=C(NNC(=O)c1ccccc1OCc1ccccc1)c1ccccc1O
  44%[activator]	-42%	6	nt	-88*	12	-14%
> Cc1onc(-c2c(Cl)cccc2Cl)c1C(=O)NCc1cccs1
  0%[2.32 µM]	-16%	10	-6%	64	5	11%
> Cc1cc(C)nc(NC(=S)Nc2cccc(F)c2)c1
  -8%	-19%	20	1%	-7	3	2%
> c1ccc(OCCSc2nnnn2-c2ccccc2)cc1
  58%[activator]	-39%	55*	-4%	89	60*	-13%
> O=C(c1cccc(C(F)(F)F)c1)N1CCCCCC1
  8%	7%	17	-12%	-30	-1	-4%
> COCCCn1c(=O)c2sccc2n(Cc2cc(C(=O)OC)ccc2OC)c1=O
  2%	113%[activator]	-12	-2%	48	-1	-5%
> O=C(Cc1ccccc1)NNC1CC(=O)N(c2ccc(Cl)cc2)C1=O (stereo not drawn)
  31%[activator]	-21%	18	6%	-18	2	-2%
> COCCNC(=O)C1CC(c2ccccc2C(F)(F)F)=NO1 (stereo not drawn)
  13%	2%	nt	nt	-2	nt	-3%
> COC(=O)[C@]1(Cc2ccccc2)N[C@H](CN(C)C(=O)c2ccc(C(C)(C)C)cc2)[C@@H]2C(=O)N(Cc3ccccc3)C(=O)[C@@H]21
  -9%	-15%	nt	nt	0	nt	nt
> Cc1nc(SCc2cccnc2)[nH]c(=O)c1C
  -4%	-14%	-2	?	nt	-3	-13%
> CCNc1nc(SCC(=O)Nc2ccc(Cl)c(Cl)c2)nc(N2CCOCC2)n1
  -5%	5%	25	-7%	3	9	-4%
> CS(=O)(=O)NCc1nnc(SCc2c(F)cccc2Cl)o1
  -3%	-12%	-7	1%	-20	-3	7%
> COc1ccc(NS(=O)(=O)c2cc(S(C)(=O)=O)ccc2C)cc1
  -3%[2.32 µM]	-32%	15	-3%	1	5	?
> COC(=O)c1[nH]c2cccc(OC)c2c1NC(=O)CN(C)CC1OCCO1
  2%	-14%	-2	0%	50	1	-4%
> O=C1N(CN2CCN(c3cccc(Cl)c3)CC2)c2ccccc2C12OCCCO2
  13%	-4%	-13	0%	7	-5	-2%
> CCSc1ccc2nnc(-c3cccc(F)c3)n2n1
  4%	33%	-28	-5%	-64*	-3	-16%
> CCn1nc(C)c(NC(=O)CC23CC4CC(CC(C4)C2)C3)c1C
  1%	20%	i	1%	-11	1	15%
> Cc1ccc2nc(NCCCN3CCOCC3)c(C=NCCCN3CCOCC3)c(=O)n2c1
  42%[activator]	19%	25	0%	10	9.9*	?
> CCOC(=O)c1[nH]c2ccc(OCC)cc2c1NC(=O)CN1CCN(c2ccccc2)CC1
  9%	-12%	60	-1%	22	28*	-4%
> CC(C)=CCC[C@](C)(O[C@@H]1O[C@H](CO[C@@H]2OC[C@H](O[C@@H]3OC[C@@H](O)[C@H](O)[C@H]3O)[C@H](O)[C@H]2O)[C@@H](O)[C@H](O)[C@H]1O)C1CC[C@]2(C)C1[C@H](O)CC1[C@@]3(C)CC[C@H](O)C(C)(C)C3[C@@H](O)C[C@]12C (stereo partly drawn)
  -4%	281%[activator]	nt	nt	-5	nt	nt
> CC(C)(O)[C@H]1Cc2cc3ccc(=O)oc3cc2O1
  -2%	-6%	82*	9%	169	39*	-10%
> COc1ccc(NC(=O)C2CCCO2)cc1Cl (stereo not drawn)
  5%	-17%	51	6%	-4	6	?
> CC1CCC(NC(=O)C(Cc2ccccc2)n2cccc2)CC1 (stereo not drawn)
  -14%	-14%	29	0%	0	5	-7%
> O=C(CCc1ccc(S(=O)(=O)NC2CCCCC2)cc1)NCc1ccccn1
  30%[activator]	-14%	98*	-25%	11	44*	-5%
> COc1ccc(N2C(=NC(=O)C3CC3)SC3CS(=O)(=O)CC32)cc1Cl (stereo not drawn)
  0%	0%	-3	-9%	0	-1	-1%
> CCC(=O)N1N=C(c2c(O)n(C)c(=O)n(C)c2=O)CC1c1ccccc1 (stereo not drawn)
  106%[activator]	-15%	-13	?	?	1	0%
> Cc1ccccc1NC(=O)C(NS(=O)(=O)c1ccc2c(c1)c(=O)n(C)c(=O)n2C)c1ccccc1 (stereo not drawn)
  10%	-46%	-10	2%	5	-4	-8%
> COc1ccc(CNC(=O)NCCc2c[nH]c3ccccc23)cc1
  -1%	-28%	-6	3%	2	0	3%
> O=C(NC(NC(=S)Nc1c(Cl)cccc1Cl)C(Cl)(Cl)Cl)OCc1ccccc1 (stereo not drawn)
  23%	-15%	-10	-19%	-4	-2	?
